Bioassay records: PubChem BioAssay, several laboratories
Rpn11 block: Rpn11 (human) deubiquitinase inhibition; O00487; human 26S proteasome, Ub4-pepOG fluorescence polarization; 20S core pre-blocked with epoxomicin; AID 588493; 0.59% of 360,000 active; calls only at 20 µM;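 active means inhibition at 20 µM, scaled to each plate's controls, above about 33%, limit read from the data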
eLon inh: E. coli protease La inhibition; P0A9M0; purified E. coli Lon protease, fluorescence polarization; inhibition, % at 7.94 µM; 0.42% of 360,000 active; AID 602123; in the data active means inhibition above about 13%, passing the limit was not always enough;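 further: 0% = enzyme with probe and DMSO and 100% = no enzyme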
MT1-MMP act inh: blocks activation of human MT1-MMP | P50281 | GFP/RFP ratio change, % at 20 µM | HT1080 RFP-PRO-GFP cells, GFP/RFP ratio fluorescence, overnight; percent of plate control window, DMSO zero | 0.061% of 360,000 active;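 active means GFP/RFP ratio change of at least 30% with cell ATP level not reduced by more than half and red fluorescence within 50% of control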; further: strong numbers were not always called active
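Assay system – RFP-PRO-GFP reporter HT1080 cells · Compound dosing – single dose of 20 µM compound, 1% DMSO final · Incubation – overnight compound exposure at 37 °C · Measure – GFP/RFP fluorescence ratio · Benchmarks – DMSO wells and RFP-L50D-GFP cells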
bovine MsrA act: bovine methionine sulfoxide reductase A activation; purified bovine MsrA, absorbance read-out; activation, % at 10.6 µM; 0.3% of 360,000 active; AID 602163; in the data active means activation above about 7.5%;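 further: 0% = vehicle and 100% = reference activator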
FAS TE block: FAS thioesterase (human) inhibition | P49327 | recombinant FAS-TE, OMFH fluorogenic substrate, fluorescence endpoint | inhibition, % at 15 µM | 0.67% of 360,000 active | AID 602261;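 active means compounds whose normalised, plate-corrected inhibition of enzyme fluorescence in the single-dose primary screen is 50% or more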;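 further: 0% = DMSO with enzyme and 100% = substrate without enzyme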
CSN inh: blocks human CSN-mediated cullin deneddylation | Purified CSN, SCF-Nedd8-OG deneddylation, fluorescence polarization | inhibition, % at 12.5 µM | 0.38% of 360,000 active | AID 651999;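 active means pattern-corrected inhibition above about 35%, with an unprinted fluorescence ratio check between 0.5 and 1.5, limit read from the data, passing the limit was not always enough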;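 further: 0% = enzyme with substrate and 100% = substrate without enzyme; some results filed as inactive read as strong as hits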
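Detection – fluorescence polarization · System – HEK293T-derived human Csn5 enzyme · Controls – substrate-only high control, full reaction low control · Timing – 90 min, room temperature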
MsrA inh: bovine MsrA inhibition; purified bovine MsrA, absorbance read-out; 0.75% of 360,000 active; inhibition, % at 15.5 µM; AID 651718; in the data active means inhibition above about 4.5%;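 further: 0% = vehicle wells with enzyme and 100% = reference inhibitor wells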
PABP1 MLLE inh: blocks PAM2 peptide binding to the PABP1 MLLE domain; P11940; GST-MLLE / FITC-PAM2 fluorescence polarization; inhibition, % at 20 µM; 0.36% of 360,000 active; in the data active means inhibition above about 35%, passing the limit was not always enough;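 further: plate controls were DMSO wells with GST-MLLE for no effect and wells lacking GST-MLLE protein for full effect; some results filed as inactive read as strong as hits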
Rin1-Abl PPI inh: inhibitors of human Rin1-Abl protein interaction | P00519+Q13671 | TR-FRET Rin1/Abl binding, biochemical | inhibition, % at 7.35 µM | 0.4% of 360,000 active | AID 588664; in the data active means inhibition above about 5%, passing the limit was not always enough
Numbers without * were called inactive; i = inactive; / = no result given. Random draw from the library. About 3.7% of those tested had a hit in this group.

1. CC1CCCC(C)N1C(=O)c1cc(-c2ccc3c(c2)OCO3)on1 (configuration not stated)
2. O=C(CNS(=O)(=O)c1ccc(Br)s1)NC1CCCc2ccccc21 (configuration not stated)
3. COc1ccccc1CNC(=O)CSc1cc(=O)n(C)c2ccccc12
4. O=C(Cc1ccc(Cl)c(Cl)c1)Nc1cccc2ncccc12
5. O=C(N/N=C/C(Br)=C/c1ccccc1)C(O)c1ccccc1 (configuration not stated)
6. O=C(Nc1ccc2c(c1)CCC2)c1cc2ccccc2o1
7. CC(=O)c1ccc(N2CCN(S(=O)(=O)c3cc(-c4cc(C)no4)ccc3C(C)C)CC2)cc1
8. O=C(N[C@H](CO)Cc1ccccc1)[C@H]1O[C@@H](n2ccc(=O)[nH]c2=O)[C@H](O)[C@@H]1O
Assay by compound	1	2	3	4	5	6	7	8
Rpn11 block	i	i	i	i	i	i	i	i
eLon inh	-14	1	3	-2	-1	-6	6	-11
MT1-MMP act inh	3	2	4	1	3	5	-3	2
bovine MsrA act	-1	-3	-1	-3	-14	-1	-4	-10
FAS TE block	12	12	-8	5	-6	26	30	-5
CSN inh	4	-5	1	-8	5	-3	9	-2
MsrA inh	-0.1	1.7	0.5	0.1	0.6	-0.3	1.9	0.6
PABP1 MLLE inh	12	2	6	8	-1	0	-3	-8
Rin1-Abl PPI inh	0	-1	-5	-1	0	-2	-2	4

9. COCCCNC(=O)CC1C[C@H](C(=O)N2CCCCC2)[C@@]2(CCc3ccccc3)c3[nH]c4ccccc4c3CCN2C1=O (some centres not stated)
10. CN(C)c1cc[n+](CC(=O)Nc2c(Cl)cc(Cl)cc2Cl)cc1
11. C[C@@H]1CN([C@@H](C)CO)C(=O)CCCn2nncc2CO[C@H]1CN(C)Cc1ccc(Cl)c(Cl)c1
12. Cc1ccc2[nH]c(=O)c(CN(C)S(=O)(=O)c3cccc4nonc34)cc2c1
13. CC(C)(C)OC(=O)N1CCC(NC(=O)c2nc[nH]c2C(=O)NC2CCN(C(=O)OC(C)(C)C)CC2)CC1
14. CCOc1ncnc2c1[nH]c1ccccc12
15. CCOC(=O)c1[nH]c2c(c1C)C(=O)CC(c1ccc(OCC)c(OC)c1)C2 (configuration not stated)
16. O=C(COc1ccc(F)cc1)Nc1nc(-c2ccccn2)cs1
Assay by compound	9	10	11	12	13	14	15	16
Rpn11 block	i	i	i	i	i	i	i	i
eLon inh	-5	-6	-4	-14	5	-3	-11	19*
MT1-MMP act inh	-9	15	4	4	5	3	5	-2
bovine MsrA act	-3	-1	1	-1	-7	-3	-3	2
FAS TE block	16	-6	-6	-2	25	-4	-6	3
CSN inh	5	6	6	1	-1	5	-8	5
MsrA inh	0.1	0.5	0.6	-0.8	0.3	1.0	-0.8	0.9
PABP1 MLLE inh	15	5	0	2	-2	-1	-7	-3
Rin1-Abl PPI inh	-1	-1	1	1	-1	-1	-1	1

17. CCc1ccc(-n2nnnc2SCC(=O)NNC(=O)c2ccco2)cc1
18. COc1cccc(-c2nc(NCc3cccnc3)c3ccccc3n2)c1O
19. Cn1c(/C=C/c2ccc(Cl)cc2Cl)c([N+](=O)[O-])c(=O)n(C)c1=O
20. COc1ccc2c(c1)S(=O)(=O)c1ccccc1N2
21. Cc1ccc(C)c(Nc2nc(-c3cccnc3)cs2)c1
22. COc1cccc(/C=C2\SC(=O)N(CCC(=O)NCCCn3ccnc3)C2=O)c1
23. Cc1ccccc1Nc1c([N+](=O)[O-])ccc2c1=NC1(CCCCC1)N=2
24. CC[C@@]1(C(=O)OC)N[C@H](CN(C)C(=O)Nc2ccc(OC)cc2)[C@@H]2C(=O)N(C)C(=O)[C@@H]21
Assay by compound	17	18	19	20	21	22	23	24
Rpn11 block	i	i	i	i	i	i	i	i
eLon inh	2	-18	7	9	7	-5	4	-11
MT1-MMP act inh	2	5	-25	5	-7	2	24	0
bovine MsrA act	-5	-1	-3	-2	-6	-6	-2	-5
FAS TE block	-9	2	28	-1	2	-4	-7	-13
CSN inh	-2	0	11	-3	3	0	1	-6
MsrA inh	1.6	0.1	-0.9	-0.1	-0.6	1.7	0.5	-0.7
PABP1 MLLE inh	19	6	1	-8	6	5	17	1
Rin1-Abl PPI inh	2	0	-2	0	5	1	-3	-3

25. C=CC[N+](C)(C)C/C(Cl)=C(\Cl)c1ccccc1
26. COc1ccc(S(=O)(=O)NCc2ccc(C(=O)NCCCN3CCCC(C)C3)cc2)cc1 (configuration not stated)
27. CN(CC(=O)Nc1ccc(Cl)c(C(F)(F)F)c1)C(=O)CCC(=O)c1ccccc1
28. O=C(Nc1cc(S(=O)(=O)N2CCOCC2)ccc1N1CCOCC1)c1cccs1
29. Cc1ccc(C(=O)O/N=C2\CCS(=O)(=O)c3sccc32)cc1
30. CC1OC(Nc2cccc3ccccc23)C(O)C(O)C1O (configuration not stated)
31. O=C(NC(=S)Nc1ccccc1Br)c1ccco1
32. O=C(COC(=O)/C=C/c1ccc(Cl)cc1)NCCC1=CCCCC1
Assay by compound	25	26	27	28	29	30	31	32
Rpn11 block	i	i	i	i	i	i	i	i
eLon inh	2	-7	4	9	-4	-28	0	-10
MT1-MMP act inh	5	-1	10	-7	3	7	-1	4
bovine MsrA act	-4	-2	-2	-3	-1	-1	-2	-4
FAS TE block	-8	-3	34	-3	-3	-1	0	-4
CSN inh	3	0	-4	5	-3	19	4	3
MsrA inh	-0.1	-1.0	-0.6	0.1	-0.5	0.7	-0.6	-0.6
PABP1 MLLE inh	12	3	-1	7	9	-18	45*	6
Rin1-Abl PPI inh	-2	-2	3	2	0	8	3	-2

Sorted by value in eLon inh (falling): 3 of the compounds above.
entry | SMILES | eLon inh
31 | O=C(NC(=S)Nc1ccccc1Br)c1ccco1 | 0
29 | Cc1ccc(C(=O)O/N=C2\CCS(=O)(=O)c3sccc32)cc1 | -4
26 | COc1ccc(S(=O)(=O)NCc2ccc(C(=O)NCCCN3CCCC(C)C3)cc2)cc1 (configuration not stated) | -7

Later entries
33. CC12CCC(=O)N1C(C(=O)NNC(=O)c1ccccc1F)CS2 (configuration not stated)
34. CCn1c2c(c(C)cc1=O)C(=O)CC(C)(C)C2
35. CC(=O)c1cccc(NC(=O)CN(C2CCCCC2)S(C)(=O)=O)c1
36. COc1cccc(CNC(=O)c2cccnc2Sc2ccccc2)c1
37. Cc1cccc(OCC(=O)NCC(=O)N=Nc2c(O)[nH]c3ccc([N+](=O)[O-])cc23)c1
38. CC(C(=O)O)N1C(=O)/C(=C/c2cccn2C)SC1=S (configuration not stated)
39. Cc1cc(C)cc(C(O)c2ncc(-c3ccc4ccccc4c3)[nH]2)c1 (configuration not stated)
40. COc1cnc(SCc2ccc(Cl)c(Cl)c2)nc1Cl
Assay by compound	33	34	35	36	37	38	39	40
Rpn11 block	i	i	i	i	i	/	i	i
eLon inh	-5	-7	12	-3	-5	-389	6	5
MT1-MMP act inh	2	-4	-2	-4	0	-6	0	2
bovine MsrA act	-1	3	-2	-2	1	-5	1	3
FAS TE block	-8	-12	-6	-4	22	-9	12	29
CSN inh	1	-2	3	3	3	48*	-3	4
MsrA inh	-1.2	1.3	-0.7	-0.1	0.4	-0.5	-0.5	/
PABP1 MLLE inh	17	2	11	5	-1	-135	3	1
Rin1-Abl PPI inh	1	-1	-3	-3	-2	-6	-4	0

41. CCCCN(C(=O)C1CC(=O)N(CCc2ccc(OC)c(OC)c2)C1)c1c(N)n(CC(C)C)c(=O)[nH]c1=O (configuration not stated)
42. S=C(NCC1CCCO1)N1CCN(c2ccc(Cl)c(Cl)c2)CC1 (configuration not stated)
43. O=C(N[C@@H](Cc1ccccc1)C(=O)O)c1cccs1
44. Cn1c(SCC(=O)Nc2cccc(S(=O)(=O)NC3=NCCCCC3)c2)nnc1-c1ccncc1
45. N=c1c2c3c(sc2ncn1Cc1ccco1)CCCCC3
46. COc1cc(OC)cc(C(=O)NNC(=O)CCC(=O)c2cccs2)c1
47. COc1ccc(-c2nnn(CC(=O)NC(=O)NC3CCCCC3)n2)cc1OC
48. C=CCNC(=O)C1CC(c2cccc(OC)c2)=NO1 (configuration not stated)
Assay by compound	41	42	43	44	45	46	47	48
Rpn11 block	i	i	i	i	i	i	i	i
eLon inh	-27	10	-11	2	1	-16	4	7
MT1-MMP act inh	-1	4	3	0	0	-1	9	9
bovine MsrA act	-4	-2	-3	-7	3	-6	0	-2
FAS TE block	-4	14	0	-10	-7	-4	5	-6
CSN inh	-7	0	-6	2	-9	6	5	-6
MsrA inh	-0.6	0.0	-0.5	-1.1	-0.4	0.7	0.3	0.0
PABP1 MLLE inh	5	-129	-2	-35	-18	-8	6	6
Rin1-Abl PPI inh	4	1	0	5	1	1	0	0

Records above shown as hits in PABP1 MLLE inh:
nr	SMILES	Rpn11 block	eLon inh	MT1-MMP act inh	bovine MsrA act	CSN inh	MsrA inh	PABP1 MLLE inh	Rin1-Abl PPI inh
31	O=C(NC(=S)Nc1ccccc1Br)c1ccco1	i	0	-1	-2	4	-0.6	45*	3

Carrying on:
49. COc1cccc(C(=O)Cn2c(NCCO)nc3ccccc32)c1
50. Cc1ccc(NC(=O)CN(C)C(=O)Cn2cc(C(F)(F)F)cc(Cl)c2=O)cc1
51. COc1ccccc1N1CCN(C2CCN(C(=O)COc3ccccc3)CC2)CC1
52. O=C(c1cccnc1)N1CCN(C/C=C/c2ccccc2)CC1
53. COc1cc(/C=N/Nc2nncc3ccccc23)cc(OC)c1OC
54. CCCCOCCCNC(=O)C[C@@H]1C[C@@]2(C(=O)OCC)CCC=C2N(Cc2ccccc2)C1=O
55. CCC(C)SCC(=O)Nc1ccc(S(=O)(=O)N2CCOCC2)cc1OC (configuration not stated)
56. CCc1noc(C)c1C(=O)NCCc1ccccc1
Assay by compound	49	50	51	52	53	54	55	56
Rpn11 block	i	i	i	i	i	/	i	i
eLon inh	-4	6	4	-3	0	-1	2	5
MT1-MMP act inh	3	7	1	-1	5	2	-2	-1
bovine MsrA act	2	-1	-4	-5	-6	-2	-4	-5
FAS TE block	-3	5	3	-8	-1	-9	0	-3
CSN inh	2	-1	2	3	-2	3	2	2
MsrA inh	-0.8	-0.1	-0.6	-0.8	1.5	1.4	-0.3	-0.2
PABP1 MLLE inh	5	-2	9	-6	3	/	0	8
Rin1-Abl PPI inh	3	-2	4	1	0	/	-2	-1

57. CC[C@]12c3[nH]c4cc(CCC(=O)N(C)C)ccc4c3CCN1C(=O)[C@@H](CC(=O)NCCCN(C)C)C[C@@H]2C(=O)N1CCN(C(=O)C2CC2)CC1
58. COc1ccc2sc(-c3ccc(N(C)C)cc3)c(C#CC(C)(C)O)c2c1
59. CN1C(=O)CS(=O)c2ccc(C(=O)NC3CC3)cc21 (configuration not stated)
60. COc1ccc(NS(=O)(=O)c2ccc(O)c(NS(=O)(=O)c3ccc(NC(C)=O)cc3)c2)cc1
61. CC1=CC(c2ccc(Cl)cc2)n2nc(NC(=O)c3ccccc3)nc2N1 (configuration not stated)
62. CN(C)c1ccc(C=C2C(=O)OC3(CCCC3)OC2=O)cc1
Assay by compound	57	58	59	60	61	62
Rpn11 block	i	i	i	i	i	i
eLon inh	0	-42	3	-1	-13	3
MT1-MMP act inh	3	3	3	-2	1	-5
bovine MsrA act	-1	0	-2	3	0	-1
FAS TE block	-11	10	-2	-5	4	-1
CSN inh	-1	7	1	1	-2	-5
MsrA inh	1.3	-1.0	0.0	-0.6	0.8	3.3
PABP1 MLLE inh	1	6	27	6	-3	-120
Rin1-Abl PPI inh	-1	0	-3	1	1	3
